V1aR counter: agonists of human V1a receptor, primary screen, counter-screen for OXTR agonist project, fluorescence, CHO-V1R cells; Vasopressin V1a receptor (Homo sapiens), P37288; Fluo-8 calcium fluorescence, agonist mode; 0% DMSO, 100% 3 nM vasopressin; activation, % at 3 µM; 320,000 tested, 0.25% active;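 active = activation above the mean activation of all tested compounds plus 3 SD, per screening run, cut at about 20% in these data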;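 note: signal is peak over basal fluorescence ratio across a 100 second FLIPR read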
Target sequence (P37288 whole entry, looked up): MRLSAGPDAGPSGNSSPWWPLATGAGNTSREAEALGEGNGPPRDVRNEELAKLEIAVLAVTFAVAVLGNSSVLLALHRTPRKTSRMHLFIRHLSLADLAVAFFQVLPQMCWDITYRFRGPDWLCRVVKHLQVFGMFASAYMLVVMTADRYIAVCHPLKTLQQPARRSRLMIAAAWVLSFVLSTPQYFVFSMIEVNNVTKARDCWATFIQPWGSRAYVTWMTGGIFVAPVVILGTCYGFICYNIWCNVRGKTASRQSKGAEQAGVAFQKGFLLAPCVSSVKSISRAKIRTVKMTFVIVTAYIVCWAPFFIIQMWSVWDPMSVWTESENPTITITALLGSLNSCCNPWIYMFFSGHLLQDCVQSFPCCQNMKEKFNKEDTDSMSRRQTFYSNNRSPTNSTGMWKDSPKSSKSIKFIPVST
CHRM1 agonist: human M1 muscarinic receptor agonists, primary screen, Fluo-8 calcium fluorescence, CHO-K1 cells, HTS; 360,000 tested, 0.33% active; Muscarinic acetylcholine receptor M1 (Homo sapiens), P11229; activation, % at 3 µM; CHO-K1 hM1, agonist mode; 0% DMSO, 100% acetylcholine EC100;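 active = activation above the run's mean compound activation plus 3 SD, cut at about 16% in these data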;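 note: peak over basal fluorescence ratio within a 140 s kinetic read after compound addition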
M1 antag: human M1 muscarinic receptor antagonists, primary screen, CHO-K1 cells, Fluo-8 calcium fluorescence, 1536-well. Muscarinic acetylcholine receptor M1 (Homo sapiens), P11229. CHO-K1 hM1, ACh EC80 antagonist. inhibition, % at 3 µM. 360,000 tested, 1.3% active. AID 588852, 2011;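 active = percent inhibition above its own plate's cutoff, namely the mean of that plate's compound wells plus 3 SD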;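 note: peak over basal fluorescence ratio during 140 s after agonist addition; 0% = ACh EC80 plus DMSO and 100% = DMSO alone without agonist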
CHO parental Ca: ATP-evoked calcium signal inhibitors, parental CHO, primary screen, counter-screen for OX1R antagonist project, cell-based, fluorescence, Fluo-8 calcium dye; parental CHO-K1, ATP-induced calcium, Fluo-8 fluorescence; inhibition, % at 5.6 µM; 330,000 tested, 0.63% active;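 active = inhibition above that plate's mean sample inhibition plus 3 SD, cut at about 26% in these data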;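 note: 0% = ATP-challenged DMSO wells and 100% = DMSO wells without ATP; some compounds past the cut are filed as inactive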
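Assay system: parental CHO cells; Read-out basis: percent inhibition of ATP-evoked calcium rise, normalized to controls; Benchmarks: ATP and no-ATP DMSO wells; Compound dosing: single nominal dose of 5.6 µM per compound; Signal: Fluo-8 calcium dye fluorescence; Also added: ATP as calcium-mobilizing challenge; Repeats: singlicate.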
M1 PAM: human M1 muscarinic receptor positive allosteric modulators, primary screen, CHO-K1 cells, Fluo-8 calcium fluorescence, 1536-well; Muscarinic acetylcholine receptor M1 (Homo sapiens), P11229; CHO-K1 hM1, ACh EC20; 0% = ACh EC20, 100% = maximal ACh; activation, % at 3 µM; 360,000 tested, 0.088% active; AID 588819, 2011; in the data active = activation above about 19%, passing the limit was not always enough
OXTR ag: human OXTR agonists, primary screen, fluorescence, CHO-OTR cells, Fluo-8 calcium; Oxytocin receptor (Homo sapiens), P30559; Fluo-8 calcium fluorescence; normalized: DMSO 0%, oxytocin 100%; activation, % at 3 µM; 320,000 tested, 0.32% active; AID 2435, 2010;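 active = activation above the mean of all tested compounds plus 3 SD, cutoff set per screening run, cut at about 20% in these data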;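 note: peak over basal fluorescence ratio from a 100 s FLIPR kinetic read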
TAAR1 antag: human TAAR1 antagonists, primary screen, Fluo-8 calcium fluorescence, CHO RD-HGA16 cells; Trace amine-associated receptor 1 (Homo sapiens), Q96RJ0; inhibition, % at 3 µM; 360,000 tested, 1.5% active; AID 624466, 2012; antagonist;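 active = inhibition above a per-plate cutoff, the mean inhibition of test compounds on that plate plus 3 SD, cut at about 49% in these data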;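 note: 0% = DMSO plus EC80 beta-PEA response and 100% = DMSO alone without agonist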
Target sequence (Q96RJ0 whole entry, looked up): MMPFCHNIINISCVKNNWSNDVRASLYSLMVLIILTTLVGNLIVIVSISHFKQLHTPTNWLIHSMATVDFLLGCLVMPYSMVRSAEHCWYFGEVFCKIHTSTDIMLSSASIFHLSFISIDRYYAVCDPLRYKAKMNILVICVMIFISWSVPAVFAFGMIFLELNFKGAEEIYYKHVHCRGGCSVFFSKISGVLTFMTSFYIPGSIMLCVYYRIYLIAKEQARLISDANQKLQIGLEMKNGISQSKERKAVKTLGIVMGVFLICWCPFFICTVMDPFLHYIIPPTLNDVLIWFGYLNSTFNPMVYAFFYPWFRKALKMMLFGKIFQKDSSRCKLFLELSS
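Material: CHO RD-HGA16 cells bearing hTAAR1; compound dosing: one-point dosing, 3 µM nominal final; schedule: dye loading 75 min at 37 °C, then 30 min room temperature; measured by: calcium fluorescence with Fluo-8; control set: vehicle and agonist controls; replication: n of 1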
TAAR1 agonist: human TAAR1 agonists, primary screen, Fluo-8 calcium fluorescence, CHO RD-HGA16 cells; vehicle wells 0%, saturating PEA agonist 100%; activation, % at 3 µM; 360,000 tested, 0.99% active; AID 624467, 2012;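 active = activation above the mean activation of all test compounds in the run plus 3 SD, cut at about 38% in these data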
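System: CHO-derived RD-HGA16 cells with stable Gα16 and human TAAR1 / Times: 17-24 h plating, Fluo-8 75 min 37 °C, 30 min RT / Technique: calcium-sensitive Fluo-8 signal, excitation 470-495, emission 515-575 nm / Measure: % activation relative to PEA EC100 response / Benchmarks: DMSO and PEA EC100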
OXTR potentiator: human OXTR potentiators, primary screen, fluorescence, CHO-OTR cells, Fluo-8 calcium; Fluo-8 calcium fluorescence, potentiator mode; 0% = oxytocin EC15, 100% = EC100; activation, % at 3 µM; 320,000 tested, 0.061% active;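 active = activation above that plate's cutoff, the mean activation of tested compounds plus 3 SD, cut at about 6.6% in these data, passing the limit was not always enough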;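 note: 100% uses oxytocin at 75 nM as the full agonist control; some results filed as inactive read as strong as hits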
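Assay system: CHO-OTR cells, human receptor / Also added: oxytocin at about EC15, sub-maximal agonist stimulus / Dosing: single dose, 3.0 µM nominal final compound concentration / Incubation: 6 min pre-incubation, 100 s read / Technique: Fluo-8 calcium dye fluorescence / Read-out: % activation vs EC15 and EC100 oxytocin / Benchmarks: EC15 oxytocin low, 75 nM oxytocin high / Replicates: singlicate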
Starred values were filed as active, the others as inactive; nt = not tested or not shown. Compounds were not picked by outcome. Share with any hit: about 3.7%.

Start of the data: the first 3 records, ahead of the listing:
SMILES | V1aR counter | CHRM1 agonist | M1 antag | CHO parental Ca | M1 PAM | OXTR ag | TAAR1 antag | TAAR1 agonist | OXTR potentiator
CCOC(=O)c1sc(C)c2c1NC(c1ccc(N(C)C)cc1)NC2=O (configuration not stated) | -0.5 | -5.1 | -2.6 | -17.9 | 1.5 | -0.8 | 1.9 | 5.8 | -19.1
C[C@H](CO)N1C[C@H](C)[C@@H](CN(C)C(=O)NC2CCCCC2)OCc2cnnn2CCCC1=O | nt | -3.5 | -12.3 | nt | 4.9 | nt | 16.9 | 0.1 | nt
CC(=O)N1c2ccc(S(=O)(=O)N3CCC(C(=O)N4CCN(c5cc(Cl)ccc5C)CC4)CC3)cc2CC1C (configuration not stated) | 12.1 | 2.1 | 47.7* | 43.0* | -15.6 | 11.5 | 31.3 | 5.5 | -13.0

Main list (from the top)
SMILES | V1aR counter | CHRM1 agonist | M1 antag | CHO parental Ca | M1 PAM | OXTR ag | TAAR1 antag | TAAR1 agonist | OXTR potentiator
CCOC(=O)c1sc(C)c2c1NC(c1ccc(N(C)C)cc1)NC2=O (configuration not stated) | -0.5 | -5.1 | -2.6 | -17.9 | 1.5 | -0.8 | 1.9 | 5.8 | -19.1
C[C@H](CO)N1C[C@H](C)[C@@H](CN(C)C(=O)NC2CCCCC2)OCc2cnnn2CCCC1=O | nt | -3.5 | -12.3 | nt | 4.9 | nt | 16.9 | 0.1 | nt
CC(=O)N1c2ccc(S(=O)(=O)N3CCC(C(=O)N4CCN(c5cc(Cl)ccc5C)CC4)CC3)cc2CC1C (configuration not stated) | 12.1 | 2.1 | 47.7* | 43.0* | -15.6 | 11.5 | 31.3 | 5.5 | -13.0
CCN(c1ccccc1C)S(=O)(=O)c1cc2c3c(c1)CCC(=O)N3CCC2 | -1.1 | -4.5 | -3.0 | 0.5 | -0.7 | -2.4 | -5.0 | 5.8 | -10.1
Cc1ccc2[nH]c(-c3cccc(F)c3)cc(=O)c2c1 | 1.0 | -3.1 | -0.1 | -7.2 | 3.5 | -1.0 | 5.2 | 3.3 | -13.7
CC(=O)c1sc(NC(=O)c2cccs2)nc1C | 0.2 | -2.8 | -14.7 | -17.0 | 6.7 | -1.5 | 2.4 | 0.3 | -15.9
O=C(COc1ccccc1CNC[C@H]1O[C@@H](n2ccc(=O)[nH]c2=O)[C@H](O)[C@@H]1O)N1CCCCC1 | nt | -3.8 | -17.3 | nt | -5.0 | nt | -11.6 | 0.9 | nt
COc1cccc(/C=c2\sc3nc(-c4cccs4)nn3c2=O)c1OC | 1.3 | -3.8 | -0.1 | -5.1 | 7.8 | -0.2 | -5.4 | 10.5 | -9.4
COc1ccc(C(=O)N2CCN(C(=O)Cc3ccccc3)CC2)cc1OC | 1.5 | -2.8 | -18.1 | 3.3 | 1.2 | 0.8 | -22.9 | 0.5 | -6.9
Cc1nn(C)cc1C(=O)/C=C/c1ccc([N+](=O)[O-])cc1 | -0.2 | -3.4 | 3.4 | -17.9 | 8.0 | -0.5 | 20.9 | 1.7 | -8.2
COc1cccc(C(=O)C2CCCN(Cc3cccc(-n4nc(C)cc4C)c3)C2)c1 (configuration not stated) | 1.3 | -10.2 | 60.3* | -6.3 | -29.8 | -1.9 | 9.2 | 6.8 | -4.2
O=c1nc(-c2ccccc2)nc(-c2ccccc2)[nH]1 | 1.3 | -1.9 | -4.2 | -9.1 | 5.5 | -0.8 | 1.2 | -0.1 | -2.6
CCCCOc1ccc(S(=O)(=O)NC(=O)C2(C)CCN2C(=O)c2cccc(F)c2)cc1 (configuration not stated) | nt | -3.1 | -6.8 | nt | 9.9 | nt | -24.8 | 6.3 | nt
Cc1ccc(S(=O)(=O)N2CCCC2CNC(=O)c2ccc3c(c2)OCO3)cc1 (configuration not stated) | -1.1 | -5.2 | -5.1 | -25.0 | 2.0 | -1.3 | 3.1 | -1.6 | -4.1
COc1ccccc1NS(=O)(=O)c1ccc2c(c1)NC(=O)CC(=O)N2 | 0.3 | -1.0 | -7.4 | 3.5 | 8.4 | 0.1 | 6.8 | 0.3 | -4.5
COCCn1c(SCc2ccc(C(=O)OC)o2)nc2cc(Cl)ccc2c1=O | -0.3 | -7.0 | 9.7 | -23.2 | -9.6 | -0.9 | 13.9 | -2.6 | -7.2
Cc1cc(C(=O)N/N=C/c2ccc(-c3cccc(Cl)c3)o2)n[nH]1 | 0.5 | -3.2 | -10.8 | 3.5 | 8.4 | -0.5 | -2.5 | 2.6 | -0.1
O=C(CSc1nnc(C2CC2)n1-c1ccccc1)N1CCCC1 | 0.5 | -1.8 | -22.0 | -10.0 | 13.0 | 1.0 | -9.5 | 2.9 | -1.6
CC(C)CNC(=O)c1cc(S(=O)(=O)N2CCOCC2)ccc1N1CCCC1 | -0.4 | -3.2 | 12.3 | -10.8 | -1.7 | -0.5 | 5.0 | 0.5 | -0.6
COC(=O)c1sccc1NC(=O)CC1C(=O)NCCN1C(=O)Nc1ccccc1 (configuration not stated) | 0.9 | -0.9 | -2.2 | -10.0 | 4.4 | 1.3 | -15.3 | 1.1 | -2.9
COc1ccc(CCc2nnc(NS(C)(=O)=O)s2)cc1 | nt | -0.7 | -13.8 | nt | 20.6 | nt | -6.6 | 8.3 | nt
COC(=O)c1cccc(C(=O)Oc2cccc(Br)c2)n1 | 0.9 | -3.6 | -6.3 | -2.4 | 8.0 | 1.3 | -1.5 | 1.4 | -8.1
CCCCOCC(O)CCc1n[nH]c(=S)n1-c1ccccc1 (configuration not stated) | -0.9 | -2.3 | -3.4 | -11.8 | 3.1 | -1.3 | -1.8 | 5.2 | -18.9
C=CC[C@H]1Cc2c(cccc2[N+](=O)[O-])[C@H](CC=C)N1 | -0.6 | -10.3 | 4.3 | -14.8 | -1.1 | -2.6 | 4.1 | 1.7 | -8.3
Cn1c(-c2ccccc2)c(CCO)c2ccccc21 | -1.5 | -4.5 | 0.7 | -5.2 | 4.6 | -2.1 | -5.3 | 9.2 | -8.7

Next section:
SMILES | V1aR counter | CHRM1 agonist | M1 antag | CHO parental Ca | M1 PAM | OXTR ag | TAAR1 antag | TAAR1 agonist | OXTR potentiator
COc1cc(O)c(C(CCN2CCCCC2)c2ccc(N(C)C)cc2)c(OC)c1 (configuration not stated) | 0.9 | -13.2 | -3.1 | -8.9 | 1.1 | 1.9 | 10.8 | 3.3 | -3.8
CCCc1cc(=O)oc2c(C)c(O[C@@H]3O[C@H](CO)[C@@H](O)[C@H](O)[C@H]3O)ccc12 | 1.6 | -4.1 | -8.5 | -3.0 | 8.3 | 0.3 | -19.2 | 1.6 | -7.5
O=C(NCCCCc1ccccc1)c1ccccc1Cl | -1.0 | -3.8 | -14.1 | -16.4 | 8.8 | -2.3 | 10.4 | 1.6 | -8.7
O=C(NCc1cccs1)c1cccc2c(-c3ccc(F)c(F)c3)coc12 | nt | -3.6 | 3.9 | nt | -7.0 | nt | 8.5 | 1.4 | nt
CN(C)c1ccc(-c2csc(C(O)c3ccc(F)cc3)n2)cc1 (configuration not stated) | nt | 18.0* | 4.5 | nt | -22.5 | nt | 90.8* | 76.8* | nt
Cc1cc(=O)oc2cc(OS(C)(=O)=O)ccc12 | -0.3 | -2.7 | -0.3 | -2.8 | -5.9 | 1.2 | -25.7 | 3.0 | -4.8
C1CCc2nc3c(nc2C1)CCCC3 | 0.4 | -2.5 | 14.8 | -1.5 | -8.1 | 1.3 | -23.5 | 0.7 | -3.8
COC(=O)c1cc(S(=O)(=O)N2CCOCC2)c(N2CCOCC2)cc1N1CCOCC1 | nt | -1.3 | -20.9 | nt | -0.4 | nt | -3.6 | 0.4 | nt
O=C(Cc1ccccc1)NCC(=O)OCc1cccc([N+](=O)[O-])c1 | 0.0 | -3.2 | 5.2 | 8.2 | -1.4 | -1.5 | 2.2 | -0.8 | -5.9
O=C(Nc1ccc(Cl)cc1)Nc1ccccn1 | -0.3 | -2.9 | -9.0 | -4.4 | 5.7 | -1.1 | -15.2 | 7.0 | -5.3
O=C(COC(=O)C1=COCCO1)Nc1ccc(Oc2ccccc2)cc1 | 3.6 | -5.6 | -4.7 | -1.8 | 4.8 | 4.9 | 7.5 | 9.1 | -4.5
CCc1ccc(CNC(=O)C(=O)NCCc2ccc(OC)c(OC)c2)cc1 | -0.2 | -5.0 | -7.0 | -13.1 | 10.0 | -1.9 | 6.7 | 2.9 | 2.8
COc1ccc(N(CC(=O)NC2CC3CCC2C3)S(=O)(=O)c2ccccc2)cc1OC (configuration not stated) | 0.5 | -2.7 | -10.7 | -14.0 | 16.0 | 0.3 | 0.9 | 0.2 | -3.6
CCOC(=O)c1sc2nc3n(c(=O)c2c1C)CCCCC3 | -0.5 | -3.9 | -15.3 | -13.2 | -1.8 | -0.9 | 4.3 | 9.4 | -3.9
CCCCN(CCCNC(=S)NCCCc1cnc[nH]1)c1ccc(Br)cn1 | nt | -9.7 | 5.1 | nt | -6.6 | nt | 10.0 | 28.7 | nt
COc1cc(Br)cc(/C=C/c2ccc3cccc(O)c3n2)c1O | 0.8 | -3.3 | -3.5 | -2.6 | 0.0 | 0.7 | 1.7 | -0.7 | -10.7
CCc1ccc(NC(=O)C2=CC(c3ccc(OC)c(OC)c3)=NS(=O)(=O)N2C)cc1 | 7.9 | -1.2 | 6.4 | 4.5 | -15.5 | 1.9 | 67.7* | 6.3 | -6.2
CCOC(=O)N1CCC(N2CC34C=CC(O3)C(C(=O)Nc3ccc(C)cc3)C4C2=O)CC1 (configuration not stated) | 1.0 | -5.5 | -14.5 | -0.1 | 11.8 | -0.8 | -9.4 | -0.1 | -5.0
Cc1nc(CSc2nnc3scc(-c4ccc(Cl)cc4)n23)cs1 | -0.5 | 0.1 | -3.2 | -12.5 | 3.3 | -1.2 | -8.7 | 1.6 | 0.1
CCN(C(=O)COC(=O)Cc1c[nH]c2ccccc12)C1CCS(=O)(=O)C1 (configuration not stated) | -0.3 | -2.1 | 2.6 | 6.0 | 2.9 | 0.5 | -17.7 | 3.1 | -10.8
